Assay outcomes: PubChem BioAssay, National Center for Advancing Translational Sciences (NCATS)
HTT ATP protect: cytoprotection in Huntington HTT-Q103 PC12 cell model | PC12 HTT-Q103 induced, cytoprotection, ATP luminescence, 40 h | 230,000 compounds, 0.14% hits | AID 1471 | Potency, µM (top dose mostly 56.4 µM), without a hit: cytoprotection (ATP increase), most hits filed as activators;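 further: % of control where 0% means no effect; nearly all actives have a fitted effect of over 45% in size; toxic huntingtin expression switched on by the ecdysone agonist tebufenozide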
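Quantitative HTS on tebufenozide-induced (100 nM) PC12 cells expressing HTTQ103 exon 1–GFP; compounds tested as a concentration series; survival measured via cellular ATP.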
HttQ103 aggreg: inhibitors of mutant huntingtin aggregate formation in PC12 cells; PC12 HttQ103-GFP aggregates, Acumen cytometry, 40 h; Potency, µM (titrated, usually from 46.1 µM), for inactives: at the highest dose activity change, negative = inhibition, most hits filed as inhibitors; 220,000 compounds, 1.1% hits; AID 1688; further: on the % scale 0 is the no-effect control and ±100 the full control effect; nearly all actives have a fitted effect of over 60% in size
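Compounds (qHTS titration) were added to PC12 cells expressing an ecdysone-driven HTT exon 1 Q103–GFP fusion after induction with 100 nM tebufenozide. Aggregate formation was measured as GFP objects in cell lysates.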
Tau fibril ThT: blocks human tau fibril formation measured by thioflavin T; recombinant tau K18 P301L, heparin-induced fibrillization, ThT fluorescence; Potency, µM (top dose mostly 57.4 µM), without a hit: at the highest dose activity, negative = inhibition, actives largely listed as inhibitors; 270,000 compounds, 2.1% hits; further: on the % scale 0 is the no-effect control and ±100 the full control effect; nearly all actives have a fitted effect of over 55% in size
Target sequence (P10636 561-689 P618L limits assumed): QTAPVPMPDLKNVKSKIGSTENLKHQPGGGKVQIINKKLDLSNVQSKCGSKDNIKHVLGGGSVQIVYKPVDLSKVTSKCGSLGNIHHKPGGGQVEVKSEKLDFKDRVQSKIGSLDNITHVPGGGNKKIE
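ThT emission at 510 nm, taken 1 hr after adding 30 uM dye, quantifies aggregates formed when 20 uM heparin acts on human tau K18 P301L for 6 hr at 37 C.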
Tau fluor cs: counter-screen for tau fibril formation inhibitors. tau K18 P301L Alexa594 fluorescence, heparin fibrillization. 280,000 compounds, 0.93% hits. Potency, µM (doses to about 57.7 µM), without a hit: at the highest dose activity change, negative = decrease; further: on the % scale 0 is the no-effect control and ±100 the full control effect; nearly all actives have a fitted effect of over 55% in size
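Human tau K18 P301L (15 uM unlabeled, 0.24 uM Alexa 594-labeled) in 100 mM sodium acetate pH 7 with 20 uM heparin, 6 hr at 37 C. ThT 30 uM added, 1 hr ambient; Alexa 594 FP and total fluorescence read at 555/632 nm.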
Tau fibril FP: blocks human tau fibril formation measured by polarization; K18 P301L tau heparin fibrillization, Alexa594 FP, 6 h; Potency, µM (highest dose often 57.7 µM), for inactives: at the top dose activity, negative = inhibition, most hits filed as inhibitors; 280,000 compounds, 0.39% hits; further: on the % scale 0 is the no-effect control and ±100 the full control effect; nearly all actives have a fitted effect of over 55% in size
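FP of Alexa 594-tau after heparin (20 uM) induction. Substrate: human K18 P301L, 15 uM unlabeled, 0.24 uM labeled. Buffer 100 mM sodium acetate pH 7. 6 hr, 37 C.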
ALDH1A1 block: blocks purified human ALDH1A1 activity; Potency, µM (series often up to 75.3 µM), without a hit: at the top dose activity, negative = inhibition, usual class: inhibitors; 220,000 compounds, 7.3% hits; AID 1030; P00352; Purified ALDH1A1, NADH fluorescence, propionaldehyde substrate; active means well fitted inhibition curve with a large enough effect, not every such curve was filed as active; inconclusive means small, poorly fitted or top-dose-only effect, or another doubt; inactive means no such curve, though single readings can be large or run the other way;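 further: plate controls were no enzyme wells and a reference inhibitor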
Target sequence (P00352 whole entry, looked up): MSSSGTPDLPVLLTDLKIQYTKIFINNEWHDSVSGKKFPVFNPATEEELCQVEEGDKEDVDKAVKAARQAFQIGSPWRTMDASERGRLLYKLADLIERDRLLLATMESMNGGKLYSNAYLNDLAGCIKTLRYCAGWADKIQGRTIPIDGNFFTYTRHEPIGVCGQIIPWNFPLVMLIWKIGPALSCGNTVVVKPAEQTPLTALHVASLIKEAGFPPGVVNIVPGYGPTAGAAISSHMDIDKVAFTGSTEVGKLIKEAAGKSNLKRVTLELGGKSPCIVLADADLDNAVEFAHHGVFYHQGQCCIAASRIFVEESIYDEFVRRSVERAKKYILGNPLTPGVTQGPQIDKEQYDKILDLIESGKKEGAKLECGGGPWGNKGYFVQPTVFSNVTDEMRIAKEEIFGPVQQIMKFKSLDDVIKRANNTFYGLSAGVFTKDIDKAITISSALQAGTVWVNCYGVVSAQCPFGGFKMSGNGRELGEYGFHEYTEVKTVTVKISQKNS
SMN2 splice up: enhancers of SMN2 splice variant expression. HEK293 SMN2-luciferase splicing reporter, luminescence, 30-36 h. Potency, µM (doses to about 46.1 µM), for the others: at the highest dose activity change, positive = activation, hits mostly activators. 210,000 compounds, 2.8% hits. AID 1458; further: % of control where 0% means no effect; nearly all actives have a fitted effect of over 55% in size
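qHTS luciferase splicing reporter: luminescence rises when SMN2 exon 7 is included in transfected HEK293 cells. Compound exposure lasted 30-36 h at 37C, with 4.5 mM final sodium butyrate as control, followed by a ONE-Glo read.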
JMJD2E inh: JMJD2E (human) inhibition; JMJD2E catalytic domain, FDH-coupled NADH fluorescence (FDH is formaldehyde dehydrogenase); Potency, µM (doses to about 57.1 µM), for the others: at the highest dose activity change, negative = inhibition, hits mostly inhibitors; 230,000 compounds, 1.6% hits; active means well fitted inhibition curve with a large enough effect, not every such curve was filed as active; inconclusive means small, poorly fitted or top-dose-only effect, or another doubt; inactive means no such curve, though single readings can be large or run the other way;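 further: 0% = wells with enzyme and -100% = buffer wells without enzyme; nearly all actives have a fitted effect of over 50% in size; many of its hits are not listed in these tables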
Target sequence (B2RXH2 1-337 limits assumed): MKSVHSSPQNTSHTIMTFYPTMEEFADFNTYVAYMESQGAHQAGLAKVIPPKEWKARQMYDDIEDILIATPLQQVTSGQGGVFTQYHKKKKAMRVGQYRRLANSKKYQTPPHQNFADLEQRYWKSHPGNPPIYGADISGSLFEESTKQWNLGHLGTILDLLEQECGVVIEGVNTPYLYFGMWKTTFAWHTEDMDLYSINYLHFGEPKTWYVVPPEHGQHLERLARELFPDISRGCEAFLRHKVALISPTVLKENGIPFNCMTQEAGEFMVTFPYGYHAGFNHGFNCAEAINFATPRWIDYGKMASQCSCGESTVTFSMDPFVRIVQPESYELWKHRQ
* hit, by the source's call; ? = inconclusive; nt = not tested or not shown; [ ] = another dose, or the depositor's remark. Unless noted, the call rests on the fitted dose curve; in most records, active means well fitted curve in the direction sought with a large enough effect; inconclusive means small, poorly fitted or top-dose-only effect, or another doubt; inactive means no such curve, though single readings can be large; an effect the other way counts as inactive or inconclusive. Potency means the concentration at half of the fitted maximal effect.

SMILES | HTT ATP protect | HttQ103 aggreg | Tau fibril ThT | Tau fluor cs | Tau fibril FP | ALDH1A1 block | SMN2 splice up | JMJD2E inh
CCN/C=C(\C#N)S(=O)(=O)c1ccc(Br)cc1 | -10%[10 µM] | -11%[9.22 µM] | 5% | 7% | -2% | nt | nt | -8%
Cc1ccc(NC(=O)c2c(C)noc2C)cc1 | 6% | 1% | -4% | -7% | -2% | -2% | -18% | 9%
Cc1cc(NC(=O)c2cc(-c3ccc(O)cc3)on2)no1 | 7%[10 µM] | 4%[9.22 µM] | -7% | 7% | 4% | nt | nt | 3%
Oc1ccccc1-c1nc(N2CCCC2)c2ccccc2n1 | 25% | 4% | -14% | -20% | -11% | 5% | -24% | 4%
NC(=O)CC(NC(=O)Cc1ccc(Br)cc1)c1ccc(NCc2ccc(F)cc2)c([N+](=O)[O-])c1 (stereo unspecified) | -6%[10 µM] | -2%[9.22 µM] | ? | -9% | -17% | nt | nt | -8%
CCOC(=O)N1CCC(N(CCCOC)C(=O)Nc2ccc(CC)cc2)CC1 | ? | -5% | -3% | 1% | 9% | -3% | -10% | 1%
CCCC(=O)c1ccc(N2CCCCC2)c(F)c1 | 14%[10 µM] | 11%[9.22 µM] | -8% | -3% | 1% | -11% | -7% | -18%
COc1cccc(-n2c(Cc3cc(=O)[nH]c(=O)[nH]3)nnc2SCC(=O)NC2CCCCC2)c1 | 8% | 7% | -3% | 0% | 1% | 5% | 8% | 6%
Oc1ccccc1-c1nc2ccccc2nc1-c1ccccc1 | 20%[10 µM] | 8%[9.22 µM] | -7% | -18% | -5% | nt | nt | 2%
CN(C)CCCN(C(=O)CCc1ccccc1)c1nc2c(F)cccc2s1 | 2%[10 µM] | 19% | ? | 13% | 3% | -2% | -61%[inhibitor] | 0%
Nn1cc(-c2ccccc2)nc1SCC(=O)Nc1ccc(S(N)(=O)=O)cc1 | 10%[10 µM] | 1%[9.22 µM] | -13% | -14% | 3% | ? | nt | -22%
COc1cccc(N2CCN(C(=S)Nc3cccc(C)c3)CC2)c1 | 13% | -18% | 2% | -10% | -7% | 1% | -3% | -4%
COc1ccc(C)cc1NC(=O)CN(Cc1nnc(-c2ccc(Cl)cc2)o1)C1CCCC1 | -19%[0.074 µM] | ? | -17% | -10% | 7% | ? | -17% | -8%
O=c1nc2c(O)cccn2c2c1c(=O)[nH]c1ccccc12 | -4%[10 µM] | 29% | ? | -24% | ? | 20µM* | nt | 11µM*
N#C/C(=C(/O)CN1CCCC1)c1nc(-c2ccccc2)cs1 | -28%[10 µM] | -11%[9.22 µM] | -16% | -9% | 2% | -3% | nt | 5%
O=c1c2sccc2nc(SCc2cc(=O)n3ccccc3n2)n1Cc1ccccn1 | -34%[inhibitor] | 5% | -4% | -3% | -4% | ? | 13µM* | ?
O=c1nc2ccccc2c(NS(=O)(=O)c2ccc(Cl)cc2)n1-c1ccccc1 | 3% | 1% | -2% | 0% | -1% | 8% | 0% | -3%
COc1ccccc1NC(=O)c1cc2ccccc2nc1C | -8% | 1% | ? | -1% | -3% | -4% | -6% | -1%
S=c1[nH]nc(-c2ccco2)n1/N=C/c1ccc(Cl)cc1 | -2%[10 µM] | 0% | ? | -22% | 1% | 22µM* | -7% | -27%
CCOc1ccccc1N(CC(=O)N/N=C/c1cc(Br)ccc1OC)S(C)(=O)=O | nt | -7% | ? | -22% | 13% | -6% | -9% | -2%
CCCCNS(=O)(=O)c1ccc2nc(-c3cccnc3)cc(C(=O)NCCCN(CC)CC)c2c1 | -22%[10 µM] | 8% | -3% | -2% | -3% | -3% | 6% | -2%
CC(C)(C)c1ccc(COn2c(=O)c(-c3ccco3)[n+]([O-])c3ccccc32)cc1 | -9% | -14% | -6% | -9% | 1% | ? | -6% | 2%
CC(=O)N1c2ccc(S(=O)(=O)CCC(=O)O)cc2CC1C (stereo unspecified) | 19% | 6% | 4% | 2% | -6% | -7% | 12% | 3%
COc1ccccc1NC(=O)CSc1ncn[nH]1 | 1% | -8% | -9% | 1% | -4% | ? | -16% | 2%
Cc1nc2ccc([N+](=O)[O-])cc2nc1C | -2% | -7% | -10% | -6% | -5% | 10% | 1% | 8%
O=C(Oc1ccc2cccc(OC(=O)N3CCOCC3)c2c1)N1CCOCC1 | -4% | 15% | -1% | -7% | 4% | 11% | -3% | -1%
CCCCNC(=O)Nc1nc2ccccc2s1 | 14%[10 µM] | -18% | 3% | -7% | -15% | 3% | 11µM* | 3%
CCC(C)n1nccc1NC(=O)C(C)Cl (stereo unspecified) | -49% | -4% | -4% | -3% | -4% | 15% | -11% | 5%
N#CC1=C(N)Oc2n[nH]c(-c3ccccc3)c2C12C(=O)Nc1ccccc12 (stereo unspecified) | -23%[10 µM] | 17% | -8% | -2% | -1% | 14% | 5.6µM* | -4%
CCCCN1C(=O)C(NC(C)=O)c2ccccc21 (stereo unspecified) | -1%[10 µM] | -6% | -6% | 0% | -2% | 0.11µM* | -9% | 6%

Sorted by heavy-atom count (smallest number first): 3 of the compounds above
SMILES | HTT ATP protect | HttQ103 aggreg | Tau fibril ThT | Tau fluor cs | Tau fibril FP | ALDH1A1 block | SMN2 splice up | JMJD2E inh
N#C/C(=C(/O)CN1CCCC1)c1nc(-c2ccccc2)cs1 | -28%[10 µM] | -11%[9.22 µM] | -16% | -9% | 2% | -3% | nt | 5%
N#CC1=C(N)Oc2n[nH]c(-c3ccccc3)c2C12C(=O)Nc1ccccc12 (stereo unspecified) | -23%[10 µM] | 17% | -8% | -2% | -1% | 14% | 5.6µM* | -4%
O=c1c2sccc2nc(SCc2cc(=O)n3ccccc3n2)n1Cc1ccccn1 | -34%[inhibitor] | 5% | -4% | -3% | -4% | ? | 13µM* | ?

(further entries)
SMILES | HTT ATP protect | HttQ103 aggreg | Tau fibril ThT | Tau fluor cs | Tau fibril FP | ALDH1A1 block | SMN2 splice up | JMJD2E inh
COc1ccc(S(=O)(=O)Nc2c(F)cccc2F)cc1 | -8%[10 µM] | -2%[9.22 µM] | -3% | 2% | 4% | -1% | nt | 2%
O=C(NCc1ccco1)c1cccs1 | 8% | ? | -4% | 2% | 3% | ? | -11% | -4%
Nc1nc(N)c(N=Nc2ccc(S(N)(=O)=O)cc2)c(=O)[nH]1 | 10%[10 µM] | 1%[9.22 µM] | 20µM* | -14% | 0% | 0% | nt | 2%
Cc1ccc(S(=O)(=O)N2CCC(C(=O)N3CCC(C(=O)NCc4cccnc4)CC3)CC2)cc1 | 7% | 5% | 5% | 18% | 10% | 7% | 0% | -7%
O=C(c1ccco1)N1CCN=C1SCc1ccccc1Cl | 12% | -12% | -20% | -18% | -3% | 7% | -8% | -7%
C=CCc1c(C)nc(-c2ccccc2)nc1Nc1ccccc1O | nt | -9% | -8% | ? | 4% | -2% | -3% | 5%
COc1ccc(C2C(C(=O)c3ccco3)=C(O)C(=O)N2CCOCCO)cc1OC (stereo unspecified) | 6% | 9% | ? | -4% | -11% | 20µM* | -2% | 133%
N#CCC(=O)NNC(=S)NC(=O)C(c1ccccc1)c1ccccc1 | 9%[10 µM] | -11%[9.22 µM] | -4% | -3%[2.34 µM] | -5%[2.34 µM] | ? | nt | ?
NC(=O)CN1CCN(C2CC(=O)N(CCc3ccccc3)C2=O)CC1 (stereo unspecified) | 5%[10 µM] | 12% | 9% | 9% | -1% | ? | 5% | 2%
Cc1ccccc1NC(=O)C(=O)NC(C)CCc1ccccc1 (stereo unspecified) | nt | -11% | -6% | -4% | -2% | -12% | 12% | -2%
COc1ccc(OC)c(Cc2nnc(CCC(=O)NCc3ccc(C)s3)o2)c1 | -1%[10 µM] | 7%[9.22 µM] | ? | -30% | 8% | ? | nt | -12%
CC1(C)CC2(CCCN3C(=O)CSC32)CCS1 (stereo unspecified) | -18% | -6% | 4% | 2% | 0% | 4% | -12% | -3%
CCSc1nnc(NC(=O)CSc2nnc(CNC(=O)c3ccc(OC)c(OC)c3)o2)s1 | 28%[10 µM] | 5% | -8% | 0% | -4% | ? | 4% | -9%
Cc1ccccc1Cn1cc(S(=O)(=O)c2ccc(F)cc2)c(=O)c2cc3c(cc21)OCO3 | nt | nt | -1% | -4% | 3% | nt | -2% | nt
CC1CCN(C(=S)c2ccc(O)cc2)CC1 | -8% | -16% | ? | -16% | ? | ? | 5% | 2%
CC(C)(C)c1nnc(N/N=C/c2cc(Br)ccc2O)n(N)c1=O | -24%[10 µM] | 13µM* | -18% | ? | 12% | 9% | -80%[inhibitor] | 22µM*
COC[C@H]1OC=C[C@@H](OC)[C@@H]1OC | nt | nt | -4% | 0% | 2% | -1% | 5% | 2%
O=C(CC12CC3CC(CC(C3)C1)C2)NCc1ccco1 | -16%[10 µM] | 1%[9.22 µM] | -2% | -2% | 2% | -8% | nt | 3%
Cc1ccc(-n2nnnc2SCC(=O)N2CCN(C(=O)c3ccco3)CC2)c(C)c1 | -11%[10 µM] | 8% | -5% | 2% | 3% | ? | -22% | 7%
CCOC(=O)c1[nH]c(C)c(C(=O)NC)c1C | -7% | 9% | -7% | -2% | 6% | -4% | -1% | 8%
CCOC(=O)c1c(-c2ccccc2)nc2c(C)cccn12 | -40%[inhibitor] | 15% | -7% | -1% | -6% | 5% | -12% | -2%
CC(C)N1C(=S)N(Cc2ccco2)C(=O)C1CC(=O)Nc1ccccc1 (stereo unspecified) | 18% | 16% | -3% | -8% | -6% | ? | -3% | 2%
Cc1ccc(C(=O)NC(=S)Nc2ccc3[nH]c(=O)[nH]c3c2)cc1 | -16%[10 µM] | -18% | -9% | -6% | -7% | ? | 2% | 1%
CCCn1c2c(c(O)c(C(=O)Nc3nc4ccccc4s3)c1=O)CCCC2 | 4%[10 µM] | -5%[9.22 µM] | -5% | 2% | 9% | 12% | 8% | -2%
O=C(COC(=O)/C=C/c1ccco1)NCc1ccccc1Cl | -2%[10 µM] | 5% | -8% | 3% | -1% | ? | 4% | -13%
Cc1ccc(S(=O)(=O)N2CCN(CC(=O)Nc3ccc(N4CCOCC4)cc3)CC2)cc1C | -17%[10 µM] | 14% | -9% | -10% | 3% | -4% | -5% | 2%
COC(=O)CNC(=O)C1(C)C=CC2(CCCCC2)N1C(=O)OC (stereo unspecified) | 14% | nt | 4% | -4% | -14% | 3% | -16% | -1%
O=C1C=C(O)C(n2cncn2)C(c2ccc3c(c2)OCO3)C1 (stereo unspecified) | 4% | 17% | ? | -3% | -1% | ? | 1% | -7%

Some of the compounds tested, so the mix of outcomes need not match the whole.
